# IkB signaling – suppresses IkB signaling in ABC-DLBCL reporter cells | ABC-DLBCL IkBa-CBG/CBR dual luciferase ratio, 4 h; response scale: scaled: untreated 0%, proteasome inhibitor 100% | Potency, µM (titrated, usually from 57.1 µM), inactives show at the top dose IkBa stabilization activation | hit rate 0.04% among 110,000 | AID 445; active = well fitted curve in the direction sought with a large enough effect in the signal ratio, not every such curve was filed as active; inconclusive = small, poorly fitted or top-dose-only effect, or a change in a side signal; the % refers to the signal ratio;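 note: the direction sought is a rising ratio; 0% = basal untreated cells and 100% = reference inhibitor full response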
#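 Luminescence ratio of IκBα-fused green versus native red beetle luciferase in OCI-Ly3 cells, 4 h post-doxycycline with compound; red signal alone, scaled from basal (0%) to zero light (-100%), flagged nonspecific or cytotoxic effects.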
# Imprint erasure – genomic imprint erasure induction | mouse ES Peg3-LacZ reporter, beta-gal luminescence, 40 h | Potency, µM (series often up to 60.7 µM), without a hit: top-dose activity change, positive = activation, hits mostly activators | hit rate 0.02% among 110,000;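 note: 0% = negative control wells on the plate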
#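 Gelatin-coated wells received 300 freshly trypsinized female ES cells with a Peg3LacZ-Neo reporter on the maternal allele, then incubated 40 hours at 37C. BetaGlo was added for 5 minutes at room temperature before a single luminescence read.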
# p53ts 39C kill – kills p53ts cells at the nonpermissive temperature. H1299-p53A138V viability at 39C, ATP luminescence, 24 h. Potency, µM (doses to about 46.1 µM), without a hit: top-dose activity change, negative = cell killing, actives largely listed as cytotoxic. hit rate 1.5% among 130,000. AID 902; note: nearly all actives have a fitted effect of over 55% in size
# p53ts 32C kill – p53ts cell cytotoxicity, permissive temperature; Potency, µM (titrated, usually from 46.1 µM), without a hit: at the top dose activity change, negative = cytotoxicity, actives largely listed as cytotoxic; hit rate 0.93% among 130,000; H1299-p53A138V at 32C, ATP luminescence viability, 24 h; AID 924;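 note: 0% = DMSO and -100% = full killing by reference compound; nearly all actives have a fitted effect of over 55% in size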
#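 H1299-p53 A138V cells (temperature-sensitive p53) exposed 24 h to up to 46 uM compound at 32C, where p53 is wild-type in conformation. Viability read as ATP luminescence and normalised to DMSO and 100 uM tamoxifen. AC50 fitted with the Hill equation.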
# The depositor's hits bear a star; ? = inconclusive; · = no result given; [ ] = dose if it differs, or a comment. Unless noted, calls come from the whole dose curve; as a rule, active = well fitted curve in the direction sought with a large enough effect; inconclusive = small, poorly fitted or top-dose-only effect, or another doubt; inactive = no such curve, though single readings can be large; an effect the other way counts as inactive or inconclusive. Unless noted, % is set by controls: 0 for no effect and ±100 for the full control effect; potency is the fitted concentration of half-maximal effect.
# Start of the listing, in advance:
SMILES	IkB signaling	Imprint erasure	p53ts 39C kill	p53ts 32C kill
COc1ccc(OCC2c3cc(OC)c(OC)cc3CCN2C(=O)COc2ccc(Cl)cc2Cl)cc1 (configuration not stated)	2.3%	-15%[10.9 µM]	?	1%
Cc1ccccc1CSCC(=O)NC(=O)NC(C)(C)C	0.5%	-7%	-13%	11%
Cc1cc(NC(=O)CSc2nc3ccccc3[nH]2)no1	-0.1%	-5%	8%	4%

# Main list (from the top)
SMILES	IkB signaling	Imprint erasure	p53ts 39C kill	p53ts 32C kill
COc1ccc(OCC2c3cc(OC)c(OC)cc3CCN2C(=O)COc2ccc(Cl)cc2Cl)cc1 (configuration not stated)	2.3%	-15%[10.9 µM]	?	1%
Cc1ccccc1CSCC(=O)NC(=O)NC(C)(C)C	0.5%	-7%	-13%	11%
Cc1cc(NC(=O)CSc2nc3ccccc3[nH]2)no1	-0.1%	-5%	8%	4%
Cc1ccc(Cn2ccc(NC(=O)c3c(-c4ccccc4Cl)noc3C)n2)cc1	?	-14%	-13%	-14%
CCOC(=O)c1c(NC(=O)c2cc(=O)c3c(C)cc(C)cc3o2)sc2c1CCC2	-1.1%	1%[10.9 µM]	6%	-1%
COC(=O)[C@@]1(C)C=C[C@@H](Cc2ccccc2)N1C(=O)c1ccccc1	·	-18%	-13%	1%
Cc1ccc2nc(CNC(=O)c3ccccc3)[nH]c2c1	4.3%	-7%[10.9 µM]	-27%	-11%
CCc1nnc(NC(=O)CSc2nnc(COc3ccccc3)n2Cc2ccccc2)s1	0.4%	-8%	4%	1%
CCCS(=O)(=O)NCc1cn2c(C)csc2n1	-1.8%	9%	-7%	-5%
COC(=O)[C@@]1(Cc2ccccc2)[C@@H]2[C@@H](CC(=O)[C@H]2CC(=O)C(=O)N(C)C)CN1C(=O)c1ccccc1	·	-12%	3%	10%
COc1ccc(C(=O)c2ccc(O)cc2)c(O)c1O	·	-25%	-11%	16%
O=C(CSc1nc2c(c(=O)n1-c1ccc(Cl)cc1)SCC2)Nc1ccc2c(c1)OCCO2	1.7%	-20%	4%	-7%
Cn1nnc(NC(=O)c2ccco2)n1	-0.6%	-15%	-2%	3%
CCN1C(=S)SC(=O)C1=C1C=C(C)N(CCOC)C(C)=C1	0.8%	-17%	-5%	-2%
N#CC1=C(N)S[C@@H](C(=O)c2ccc(F)cc2)[C@@H]1c1cccs1	·	·	-2%	-6%
COc1ccccc1NC(=O)CSc1nnnn1Cc1ccccc1	-2.5%	-14%	1%	5%
Cc1cc(C(=O)NCc2ccccc2Br)no1	21%	-22%	4%	6%
O=C(Cc1ccc(F)cc1)NCCc1csc(-c2cccc(F)c2)n1	-1.9%	-8%[10.9 µM]	-10%	4%
O=C(c1ccccc1)N1CCN(CC(O)COCC2CC=CCC2)CC1 (configuration not stated)	-0.5%	-4%	6%	16%
CCOc1ccc(CNC(=O)CCn2nc(C)c3c(C)n(-c4ccccc4)nc3c2=O)cc1	-1.4%	16%[10.9 µM]	-22%	-3%
Cc1cc(C)n(C/C=C/Cn2nc(C)cc2C)n1	0.5%	23%	10%	-6%
Cc1cccc(NC(=O)CCS(=O)(=O)c2cc(Br)cc3c2N(C(=O)C2CC2)CC3)c1	1.9%	13%[10.9 µM]	-13%	0%
O=C(NCCCc1ccccc1)c1ccc(Br)o1	0.3%	-7%	6%	9%
O=C(CSc1nnc(-c2ccco2)n1-c1ccccc1)N1CCOCC1	-2.3%	-6%	6%	-1%
O=C(O)Cn1nc(-c2ccccc2)c2ccccc2c1=O	0.8%	1%	-4%	0%
CCOC(=O)N1CCN(CC(=O)Nc2cc3c(cc2C(C)=O)OCO3)CC1	3.2%	-5%	23%	7%
CCOC(=O)c1c(NC(=S)Nc2ccccc2)sc2c1CC(C)(C)SC2	·	·	-1%	0%
O=C(Nn1cnnc1)c1ccncc1	2.4%	4%	10%	-5%
O=C(Nc1ccc2c(c1)CCC2)c1cnccn1	0.4%	-74%[inhibitor]	-26%	?
Cc1ccc(S(=O)(=O)N[C@H]2COC(=O)C/C=C\[C@@H](C)[C@H](NS(=O)(=O)c3ccc(C)cc3)COC(=O)C/C=C\[C@H]2C)cc1	·	·	11%[9.22 µM]	-1%[9.22 µM]
O=C(N1CCOCC1)N1CCC(NC(=O)C23CC4CC(CC(C4)C2)C3)CC1	1.6%	-5%	2%	-7%
COC(=O)Nc1ccc(OC)c(OC)c1	-1.2%	-4%	3%	3%
CCC(C)(C)n1nnnc1C(c1ccccc1F)N1CCC(C(N)=O)CC1 (configuration not stated)	0.3%	0%	3%	2%
Cc1ccccc1-n1c(-c2ccncc2)n[nH]c1=S	2.7%	-4%	9%	0%
COc1cc(CN(C(=O)c2ccc(OC(C)C)cc2)C2CCS(=O)(=O)C2)cc(OC)c1OC (configuration not stated)	-1.5%	-5%[10.9 µM]	7%	3%
COC(=O)c1cc(=O)n(Cc2ccco2)c(=Nc2ccc(F)c(Cl)c2)s1	?	-37%[inhibitor]	-27%	?
Cc1coc2cc3oc(=O)c(CC(=O)NCc4cccc(Cl)c4)c(C)c3cc12	-1.1%	3%[10.9 µM]	?	-30%
COc1ccc(CNC(=O)CCc2nc3cccnc3n2Cc2ccccc2)cc1	?	-13%[10.9 µM]	-5%	-9%
COc1ccccc1Oc1c(C)oc2c(CN3CCN(CCO)CC3)c(O)ccc2c1=O	-0.5%	-4%	5%	-8%
Cc1ccc(Cl)cc1NC(=O)c1cc(S(=O)(=O)N2CCCCCC2)cn1C	?	-9%[10.9 µM]	-18%	2%
CC(C)CNC(=O)c1cccc(C(=O)NCC(C)C)c1	1.1%	-18%	-3%	-5%
COc1ccc(-n2c(=O)[nH]c3cc(C(=O)NCCc4ccccc4)ccc3c2=O)cc1OC	?	-7%[10.9 µM]	17%	-9%
CCc1ccc(NC(=O)Cn2c(=O)n(-c3ccc(OC)cc3)c(=O)c3ccc(C(=O)NCc4ccc(C)cc4)cc32)cc1	1.3%	-6%[10.9 µM]	3.2µM*	10µM*
CCCc1cc(=O)[nH]c2nnc(SCCC(C)C)n12	2.4%	13%[10.9 µM]	-4%	2%
Cc1ccc(-n2nnc3c(SCC(=O)N4CCN(c5ccccc5)CC4)ncnc32)cc1	·	·	-8%	-9%
O=C(c1cccc(F)c1)N1CCC2(CC1)CCN(c1ncccn1)CC2	1.2%[11.4 µM]	·	-8%	-12%
Nc1cc(=O)[nH]c(SCC(=O)NCC2CCCO2)n1 (configuration not stated)	-1.4%	13%	-3%	0%
C=CCn1c(SCCC#N)nnc1-c1ccncc1	0.7%	4%	-16%	9%
c1ccc(N2CCN(c3cnccn3)CC2)nc1	-2.0%	-29%	-4%	15%
Cc1ccc2[nH]c(-c3ccccc3)c(CN3CCN(C)CC3)c(=O)c2c1	1.8%	-3%	11%	-4%

# Reformatted: results already given
> O=C(N1CCOCC1)N1CCC(NC(=O)C23CC4CC(CC(C4)C2)C3)CC1
  IkB signaling = 1.6%
  Imprint erasure = -5%
  p53ts 39C kill = 2%
  p53ts 32C kill = -7%

> COC(=O)Nc1ccc(OC)c(OC)c1
  IkB signaling = -1.2%
  Imprint erasure = -4%
  p53ts 39C kill = 3%
  p53ts 32C kill = 3%

> CCC(C)(C)n1nnnc1C(c1ccccc1F)N1CCC(C(N)=O)CC1 (configuration not stated)
  IkB signaling = 0.3%
  Imprint erasure = 0%
  p53ts 39C kill = 3%
  p53ts 32C kill = 2%

> Cc1ccccc1-n1c(-c2ccncc2)n[nH]c1=S
  IkB signaling = 2.7%
  Imprint erasure = -4%
  p53ts 39C kill = 9%
  p53ts 32C kill = 0%

# Continued:
SMILES	IkB signaling	Imprint erasure	p53ts 39C kill	p53ts 32C kill
COc1ccc(C2SCC(=O)N2c2c(C)n(C)n(-c3ccccc3)c2=O)c(OC)c1 (configuration not stated)	2.4%	-2%	6%	-25%
N#CCCN(C(=O)COC(=O)c1ccc2c(c1)NC(=O)CS2)c1ccc2c(c1)OCCO2	-0.1%	-7%	-4%	-9%
COc1ccc(CCNC(=O)c2c(O)nc3ccccn3c2=O)cc1	?	8%[10.9 µM]	-11%	-2%
Cc1ccc(S(=O)(=O)N(CC(=O)O)c2cccc(Cl)c2)cc1	·	·	-6%	4%
CCCCNC(=O)CS(=O)Cc1nc(-c2cccc(C)c2)oc1C (configuration not stated)	0.0%	-9%	0%	4%
COc1cccc(NC(=O)Cn2c(=O)n(Cc3ccccc3)c(=O)c3c4c(sc32)CN(C(C)=O)CC4)c1	?	-8%[10.9 µM]	-3%	20%
COCCc1nn2c(=O)cc(COC(=O)c3ccc(C(C)(C)C)cc3)nc2s1	?	-14%[10.9 µM]	-28%	-6%
Cc1noc(C)c1-c1cncnc1NCc1cccnc1	1.4%[11.4 µM]	3%	-1%	-3%
O=C(CSc1ncnc2nc[nH]c12)c1ccc2ccccc2c1	·	·	4%	7%
CCOc1ccc(C(=O)NCc2nnnn2-c2ccc(C)c(C)c2)cc1OCC	0.5%	12%[10.9 µM]	5%	11%
CCC1Oc2ccccc2N(CC(=O)Nc2ccc(OC)cc2OC)C1=O (configuration not stated)	0.6%	-10%	-5%	8%
COc1cc(OC)c(N(C)C(=O)Cn2ncc3c(=O)oc4ccccc4c32)cc1Cl	2.4%	-3%[10.9 µM]	29%	4%
Cc1cccc(NC(=O)Cn2nnc(C(=O)NCc3ccco3)c2N)c1	0.1%	12%[10.9 µM]	-3%	1%
COc1ccc(Cl)cc1C(=O)NCC(C)C	1.9%	-8%	-4%	7%
COc1ccc2cc(CCC(C)=O)ccc2c1	-0.6%[25.6 µM]	-16%	?	?
CCC(C)[C@H](NC(=O)N1CCCC1)C(=O)O (some centres not stated)	0.4%	8%	20%	2%
C=CCn1c(=O)c(C(=O)NCCNCC)c(O)c2ccccc21	3.1%	2%	-6%	-3%
CCOC(=O)N1CCC(N2Cc3cccc(C(=O)Nc4ccc(OC)c(OC)c4)c3C2=O)CC1	-1.7%	-13%	18%	-7%
CN(C)c1ccc(NC(=O)CC(NCc2cccnc2)C(=O)O)cc1 (configuration not stated)	-0.5%	-6%[10.9 µM]	31%[activator]	-6%
CCC(=O)N1c2ccccc2[C@@H](N(C(C)=O)c2ccccc2)C[C@H]1C	15%	-13%	-1%	2%
COCCNc1c(-c2ccc(O)cc2)nc2ccc(Cl)cn12	3.2%	·	-7%	-2%
COc1cc2c(cc1OC)CN(C(=O)CCCN1C(=O)c3ccccc3C1=O)CC2	-3.9%	-2%	27%	-3%
CCc1ccc(CNC(=O)c2ccc(CS(=O)(=O)Cc3cccc(C)c3)o2)cc1	?	-20%[10.9 µM]	-23%	-3%
CCOc1ccc(NC(=O)Nc2cc3c(cc2N2CCCCC2)n(C)c(=O)n3C)cc1	4.1%	-16%[10.9 µM]	7%	0%
Cn1c(SC/C=C/c2ccccc2)nnc1-c1cnccn1	-1.8%	0%	6%	-13%
NC(=O)C1CCN(c2nc(-c3ccccc3)nc3c2oc2ccccc23)CC1	2.1%	0%	-5%	-7%
O=C(CCn1c(=O)c2sccc2n(Cc2cc(=O)n3ccccc3n2)c1=O)NCc1ccco1	0.9%	-3%	-12%	-4%
COc1ccc(C(=O)c2oc3ccccc3c2NC(=O)COc2ccc(C)cc2)cc1	-3.2%	10%[10.9 µM]	0%	-2%
COC(=O)c1c(NC(=O)CN2CCN(c3ccccc3OC)CC2)c2c(C)cccc2n1C	1.3%	-3%	2%	4%
CC(C(=O)Nc1ccccc1C(=O)N1CCOCC1)N(c1ccccc1)S(C)(=O)=O (configuration not stated)	·	·	7%	9%
CCCC(=O)C1=C(O)C(C(=O)OC)C(C)(C)CC1=Nc1ccncc1 (configuration not stated)	1.6%	-11%	2%	3%
Cc1nc2ccc(NC(=O)c3ccc(Cl)c([N+](=O)[O-])c3)cc2s1	·	·	19%	19%

# Screens: PubChem BioAssay, National Center for Advancing Translational Sciences (NCATS)
